# Source: PubChem BioAssay (several laboratories)
# ABCG2 block – blocks JC-1 efflux by human ABCG2 transporter | 190,000 tested, 0.1% active | AID 1325 | inhibition, % at 6.6 µM | Q9UNQ0 | IgMXP3 cells, flow cytometry;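 active = inhibition above 80%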;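 note: 0% = DMSO and 100% = nicardipine control wells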
# Target sequence (Q9UNQ0 whole entry, looked up): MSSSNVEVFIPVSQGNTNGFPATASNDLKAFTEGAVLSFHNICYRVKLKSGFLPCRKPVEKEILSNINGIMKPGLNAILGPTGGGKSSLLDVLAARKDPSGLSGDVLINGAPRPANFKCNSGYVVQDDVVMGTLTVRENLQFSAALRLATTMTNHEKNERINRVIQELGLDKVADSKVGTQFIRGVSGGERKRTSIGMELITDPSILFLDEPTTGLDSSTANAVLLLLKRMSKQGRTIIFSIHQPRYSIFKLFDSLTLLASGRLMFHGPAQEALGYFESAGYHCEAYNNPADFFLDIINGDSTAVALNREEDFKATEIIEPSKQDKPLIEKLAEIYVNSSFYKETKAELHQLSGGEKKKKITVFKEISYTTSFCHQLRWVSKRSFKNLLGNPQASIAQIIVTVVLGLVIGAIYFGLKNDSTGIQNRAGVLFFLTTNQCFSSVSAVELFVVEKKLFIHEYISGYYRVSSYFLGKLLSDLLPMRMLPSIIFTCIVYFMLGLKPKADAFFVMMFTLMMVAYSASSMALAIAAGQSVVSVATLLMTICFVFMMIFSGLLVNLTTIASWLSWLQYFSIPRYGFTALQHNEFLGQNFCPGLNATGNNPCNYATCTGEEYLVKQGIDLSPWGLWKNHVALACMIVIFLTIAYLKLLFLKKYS
#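 Incubation: cells with compound and JC-1, 10 min at 25 °C, rotating, no wash / Test system: IgMXP3 (ABCG2) plus far-red-tagged CCRF-Adr (ABCB1) cells / Compound dosing: one concentration, 6.6 µM final / Also added: JC-1 fluorescent substrate / Evaluation: efflux inhibition in percent versus controls / Detection: flow cytometry, 530 nm JC-1 signal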
# Pf gametocyte – inhibitors of late stage P. falciparum gametocyte viability. P. falciparum stage V gametocytes, ATP luminescence, 24 h. 150,000 tested, 0.065% active. inhibition, % at 10.9 µM;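 active = inhibition above the mean plus 3 SD of compounds within the control limits, set per campaign, cut at about 38% in these data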;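 note: 0% = DMSO wells and 100% = medium only without gametocytes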
# ABCB1 block – inhibitors of human ABCB1 transporter, ABCG2 counter-screen | P08183 | CCRF-Adr cells, JC-1 efflux, flow cytometry | inhibition, % at 6.6 µM | 190,000 tested, 0.067% active | AID 1326; in the data active = inhibition above about 40%;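 note: 0% = vehicle and 100% = reference inhibitor; higher value means more JC-1 retained so stronger ABCB1 efflux block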
# Rac1 act GTP bind – modulators of GTP binding to human Rac1 activated mutant | percent activity (GTP binding), % at 10 µM | AID 764 | P63000 | GST-Rac1 activated beads, fluorescent GTP binding, flow cytometry; actives lie on both sides; 100% means binding = to untreated wells | 190,000 tested, 0.11% active;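 active = GTP binding at least 20 percentage points away from the 100% baseline, in either direction, so actives lie on both sides; inconclusive = Compound likely fluorescent itself, or too few beads counted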
# Cdc42 wt GTP – modulators (inhibitors or activators) of GTP binding to human Cdc42 wildtype. percent activity (GTP binding), % at 10 µM. 190,000 tested, 0.2% active. AID 761. P60953. GST-Cdc42 beads, Bodipy-GTP binding, flow cytometry; actives lie on both sides;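 active = percent activity GTP binding at least 20 points away from the 100% baseline, either down as inhibitor or up as activator; inconclusive = compound flagged as likely green fluorescent from well-wide comparison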;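 note: median bead fluorescence of bound Bodipy-FL-GTP at 100 nM; 0% = excess unlabeled GTP control and 100% = no compound control; below 100% means less GTP binding so inhibitor and above means activator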
# Target sequence (P60953 whole entry, looked up): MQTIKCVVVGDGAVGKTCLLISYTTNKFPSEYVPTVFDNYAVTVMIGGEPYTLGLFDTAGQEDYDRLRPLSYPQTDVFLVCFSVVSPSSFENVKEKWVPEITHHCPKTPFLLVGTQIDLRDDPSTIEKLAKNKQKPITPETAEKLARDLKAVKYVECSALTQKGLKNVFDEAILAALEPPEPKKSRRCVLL
# Rac1 wt modul – human Rac1 wildtype GTP binding, inhibitors and activators; GST-Rac1 beads, fluorescent GTP binding, flow cytometry; actives lie on both sides; 0 = cold GTP competed, 100 = untreated; GTP binding activity (% of control), % at 10 µM; 190,000 tested, 0.27% active; AID 757;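 active = GTP binding activity at least 20 points away from the 100% control level, either lower or higher; inconclusive = compound flagged as likely green fluorescent, judged across all proteins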
# GSH bead fluor – compound fluoresces at 488/530 nm on GSH beads | GSH beads flow cytometry, compound fluorescence 488/530 nm; active compounds read high | fluorescence (KMESF) at 10 µM | 190,000 tested, 0.25% active | AID 1776; in the data active = fluorescence above about 89;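 note: glutathione beads carrying GST-tagged Bcl family fusion proteins plus one bare bead set; values are compound well signal with DMSO vehicle wells as background; inactives centre near 16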
# HRas wt GTP bind – human HRas wildtype GTP binding, change in either direction; P01112; GST-Ras wt beads, Bodipy-FL-GTP binding, flow cytometry; actives lie on both sides; GTP binding activity, % at 10 µM; 190,000 tested, 0.14% active; AID 759;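 active = GTP binding activity at least 20% away from the 100% baseline, either lowered as inhibitor or raised as activator; inconclusive = flagged as likely green fluorescent, judged across all proteins in the well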;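 note: 0% = unlabeled GTP competition control and 100% = no-compound control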
# Target sequence (P01112 whole entry, looked up): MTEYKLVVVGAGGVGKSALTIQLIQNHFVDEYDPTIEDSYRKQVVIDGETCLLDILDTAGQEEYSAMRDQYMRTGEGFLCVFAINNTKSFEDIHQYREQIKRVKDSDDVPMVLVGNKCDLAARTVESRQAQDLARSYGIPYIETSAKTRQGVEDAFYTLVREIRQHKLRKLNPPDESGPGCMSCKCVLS
# Rab7 wt GTP bind – modulators of GTP binding to dog Rab7 wildtype GTPase; 190,000 tested, 0.055% active; GTP binding activity (percent of control), % at 10 µM; GST-Rab7 beads, fluorescent GTP binding, flow cytometry; actives lie on both sides; untreated = 100%, excess cold GTP = 0%;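 active = fluorescent GTP binding to Rab7 beads changed by at least 20 points from the 100% baseline, either direction, mostly lower; inconclusive = compound itself probably fluorescent, or too few beads counted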;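 note: median green fluorescence of bound Bodipy-FL-GTP per Rab7 bead population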
# Avidin bead fluor – avidin bead compound fluorescence profile. Avidin beads, compound fluorescence 488/530 nm, flow cytometry; active compounds read high. fluorescence (KMESF) at 10 µM. 220,000 tested, 0.38% active; in the data active = fluorescence above about 47; note: inactives centre near 10
# Rab2A wt mod – changes GTP binding to wildtype dog Rab2A, up or down; P61105; GST-Rab2 wt beads, Bodipy-GTP binding, flow cytometry; GTP binding activity, % at 10 µM; 190,000 tested, 0.19% active; AID 760;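 active = GTP binding activity at least 20 points away from 100%, either lowered or raised; inconclusive = signal likely due to the compound's own green fluorescence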;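 note: 0% = beads with excess unlabeled GTP and 100% = no-compound control corrected for plate trend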
# * marks the source's active call; other numbers are inactive results; ? = inconclusive; / = no result given. No enrichment for hits; any-hit rate near 1.1%.
SMILES,ABCG2 block,Pf gametocyte,ABCB1 block,Rac1 act GTP bind,Cdc42 wt GTP,Rac1 wt modul,GSH bead fluor,HRas wt GTP bind,Rab7 wt GTP bind,Avidin bead fluor,Rab2A wt mod
Nn1cnnc1SCC(=O)Nc1ccc(C2CCCCC2)cc1,2,/,0.1,93,92,96,13,92,97,19,93
COc1cc2c(cc1OC)C(c1ccc3c(c1)OCO3)CC(=O)N2 (stereo not given),5,/,0.3,99,101,104,24,100,97,29,101
Cc1ccc(S(=O)(=O)N[C@H](C(=O)OCC(=O)NC(=O)Nc2ccc3c(c2)OCCO3)C(C)C)cc1,0,6,0.6,97,95,96,17,96,100,3,96
CCOc1cc(C2C(C#N)=C(N)Oc3n[nH]c(-c4ccccc4)c32)ccc1O (stereo not given),-3,9,-2.0,99,103,103,26,101,100,5,100
Cc1cc2c(C)ccc(C)c2nc1SCC(=O)c1cccs1,3,-5,-3.3,90,91,90,24,94,92,11,92
Cc1ccc(C#N)c(SCc2ccccc2[N+](=O)[O-])n1,55,-5,4.0,100,100,104,5,104,105,2,103
COc1ccc(C(=O)/C(=C/O)N=Nc2ccc(F)cc2)cc1,8,4,0.9,93,100,103,20,95,95,12,98
COc1cc(-c2nc(S(=O)(=O)c3ccc(Cl)cc3)c(N(C)C)o2)cc(OC)c1OC,0,-9,1.3,97,99,102,17,98,96,6,97
Cc1ccc(S(=O)(=O)NC(=O)c2cc(C)n(CCCN3CCOCC3)c2C)cc1,1,/,0.4,95,95,94,11,94,91,25,94
Cc1nn(-c2cccc(Cl)c2)c2nc(-c3ccco3)cc(C(=O)O)c12,1,/,0.0,92,95,93,/,95,91,8,92
Cc1cc(NC(=O)CSc2ccc3nnc(-c4ccc(Cl)cc4)n3n2)no1,4,/,0.8,93,95,91,13,93,90,28,91
CS(=O)(=O)N(CC(=O)N1CCN(Cc2ccc3c(c2)OCO3)CC1)C1CCCCC1,1,1,0.5,94,97,95,19,96,97,5,97
CC(C)[C@H](NC(=O)Nc1cccc(Br)c1)C(=O)O,1,4,0.4,97,100,102,16,100,96,12,99
COc1ccc(C(=O)NN2CCCCC2)cc1OC,27,-32,1.0,101,103,108,32,102,106,13,100
COc1ccc(N2CCN(C(=O)CCCn3c(=S)[nH]c4cc5c(cc4c3=O)OCO5)CC2)cc1,4,2,0.4,96,97,97,6,99,97,17,97
COc1ccc([N+](=O)[O-])cc1/C=N/NC(=O)c1nonc1N,20,5,0.2,97,97,97,13,97,92,14,97
Cc1cccc(NC(=O)N[C@@H](C)C(=O)O)c1,-4,/,-0.7,100,104,104,33,103,99,28,104
CC(C)C[C@H](NC(=O)c1nc[nH]c1C(=O)NC(c1ccccc1)c1ccccc1)C(=O)OC(C)(C)C,2,2,1.0,94,92,94,19,92,92,6,93
Cc1ccc(OC(=O)CCC(=O)NC(C)c2ccccc2)cc1 (stereo not given),/,-1,/,100,100,102,13,102,103,11,102
COc1ccc(CCN2C(=O)CC(C(N)=O)SC2=Nc2ccccc2)cc1OC (stereo not given),5,-7,0.3,95,95,100,42,97,97,8,94
CCOC(=O)CN(C(=O)CSc1nnc(CNc2ccc(F)cc2)o1)c1ccccc1,-1,/,-1.7,92,95,93,35,93,93,5,91
CC(Oc1cccc(Cl)c1)C(=O)Nc1ccncc1 (stereo not given),1,1,0.1,96,97,98,11,97,102,13,99
COc1cccc(C(=O)CSc2nnc(CNS(=O)(=O)c3ccc(C)cc3)n2C)c1,4,-6,0.5,98,102,103,19,100,97,19,97
CCOc1cc(CN2CCN(C(=O)CC(C)C)CC2)ccc1OC,0,0,0.0,96,99,97,41,100,95,14,96

# Of the compounds above, 3 have a COOH group.
SMILES,ABCG2 block,Pf gametocyte,ABCB1 block,Rac1 act GTP bind,Cdc42 wt GTP,Rac1 wt modul,GSH bead fluor,HRas wt GTP bind,Rab7 wt GTP bind,Avidin bead fluor,Rab2A wt mod
Cc1nn(-c2cccc(Cl)c2)c2nc(-c3ccco3)cc(C(=O)O)c12,1,/,0.0,92,95,93,/,95,91,8,92
CC(C)[C@H](NC(=O)Nc1cccc(Br)c1)C(=O)O,1,4,0.4,97,100,102,16,100,96,12,99
Cc1cccc(NC(=O)N[C@@H](C)C(=O)O)c1,-4,/,-0.7,100,104,104,33,103,99,28,104

# Later entries:
SMILES,ABCG2 block,Pf gametocyte,ABCB1 block,Rac1 act GTP bind,Cdc42 wt GTP,Rac1 wt modul,GSH bead fluor,HRas wt GTP bind,Rab7 wt GTP bind,Avidin bead fluor,Rab2A wt mod
O=c1c2sccc2nc(SCc2cc(=O)n3ccccc3n2)n1-c1ccc(Br)cc1,16,-1,14,97,102,102,10,100,102,6,99
CCOc1ccc(NC(=O)C2CC(=O)NC(N3CCc4ccccc43)=N2)cc1 (stereo not given),1,/,0.3,95,95,96,46,96,93,7,94
c1ccc(CCNc2c3c(nc4ncnn24)CCC3)cc1,1,/,-0.1,95,95,98,14,95,95,2,94
Cc1ccc(CN(CC(=O)NC2CCCC2)C(=O)CSc2nnc(COc3ccccc3)o2)cc1,2,-17,1.4,100,98,104,72,102,98,8,101
Cc1nc(NC(=O)c2ccccc2)sc1-c1csc(NCCc2ccccc2)n1,1,-43,-0.1,99,105,104,11,104,102,23,102
CC(C)CC(=O)Nc1ccc(C(=O)COc2ccc(-c3nnco3)cc2)cc1,2,/,0.3,99,101,106,16,102,100,6,103
CCOC(=O)CSC1=N/C(=C/c2ccc(-n3cncn3)cc2)C(=O)N1C(C)=O,8,8,0.8,93,94,96,8,93,94,2,92
O=C(NCc1n[nH]c(=S)n1Cc1ccccc1)c1ccc(Cl)cc1Cl,-1,9,-0.4,97,95,96,22,95,103,9,97
COc1cc(NC(=O)CSc2nnc(C)s2)cc(OC)c1OC,4,/,0.7,96,96,95,19,98,100,8,95
CCN1C(=O)CC(N2CCN(CC(=O)NC(C)C)CC2)C1=O (stereo not given),2,/,0.7,96,98,100,13,97,95,31,95
O=S(=O)(Nc1ccc2c(c1)OCO2)c1ccc(Br)s1,2,/,0.4,95,96,95,16,98,97,37,96
CC1CC(C)(C)NC(=S)N1CCC(=O)NCc1ccc(Cl)cc1 (stereo not given),0,-6,0.2,98,103,102,16,99,103,11,96
Cc1cccn2c(=O)c3cc(C(=O)NCC4CCCO4)c(=N)n(Cc4cccnc4)c3nc12 (stereo not given),35,/,0.9,98,101,105,20,103,101,34,99
Cc1cc(C)n(C(=O)c2ccc(NC(=O)CC(C)C)cc2)n1,15,/,0.7,99,102,102,20,101,99,8,100
COc1ccccc1CCNC(=O)/C(=C/c1cccnc1)NC(=O)c1ccccc1,5,15,1.8,96,94,94,13,93,99,11,97
O=[N+]([O-])C(=C1SCCS1)C(=C(Cl)Cl)N1CCCCC1,24,/,3.2,94,96,101,25,98,106,9,99
CC1CN(C(=O)Nc2ccc3c(c2)OCCO3)CC(C)O1 (stereo not given),4,-1,1.1,96,101,99,19,98,95,22,99
O=C(Nc1ccc(-c2nc3cccnc3s2)cc1)c1ccc(Br)o1,-2,/,-1.1,101,101,104,17,99,100,9,99
CCOc1nc(CC)nc(NC(=O)NS(=O)(=O)c2ccccc2Cl)n1,-8,14,2.7,97,99,104,34,98,97,9,100
CCn1c(O)c(N=NC(=O)c2ccc(CSc3nncn3C)cc2)c2ccccc21,9,/,1.6,99,99,100,10,99,97,13,95
O=C(CN1CCN(S(=O)(=O)c2ccc3ccccc3c2)CC1)N1CCc2ccccc2C1,4,/,0.5,98,99,103,38,104,102,17,104
Cc1noc(C)c1COC(=O)CCCOc1ccc(Cl)cc1Cl,2,12,0.0,95,98,98,48,97,97,19,97
O=C(/C(=C/O)N=Nc1ccccc1)c1ccco1,7,/,0.5,96,101,100,18,97,98,13,101
O=C(Nc1cccc(C(F)(F)F)c1)c1ccc(Cn2cc(Br)cn2)o1,2,-3,0.2,100,103,102,25,103,102,6,102
COc1cccc(-n2ccnc2SCC(=O)Nc2cc(OC)ccc2OC)c1,52,6,2.2,98,102,105,21,100,99,27,101
Cc1ccc2cc(CCNC(=O)c3ccc(Br)o3)c(=O)[nH]c2c1,5,/,1.0,95,96,100,22,95,97,22,94
COc1ccc(-c2csc(N3C(=O)C4C5c6ccccc6C(c6ccccc65)[C@@H]4C3=O)n2)cc1 (stereo not given in full),8,-6,2.0,102,103,106,12,103,105,7,101
CCN1CCN(C(=O)c2cc(COc3ccc4ncccc4c3)on2)CC1,0,13,0.0,96,96,98,11,96,104,10,97
COC(=O)c1c(N2C(=O)Nc3ccccc3N2O)sc2c1CCCC2,11,-2,1.4,90,93,96,10,92,95,4,93
COc1ccc(-n2c(C)csc2=S)cc1,-2,/,-0.2,99,100,103,64,99,99,5,100
CCOc1ccccc1NC(=O)CSc1ccccc1,1,17,0.2,98,100,101,14,101,97,25,99
CN1CCN(CC(=O)Nc2cc(N(C)C)nc3ccccc23)CC1,4,-20,0.6,?,?,?,20,?,?,10,?
CNc1ccc(Cl)nn1,2,7,0.5,93,91,94,11,93,93,5,95
COCCCn1c(SCc2nnc(-c3ccccc3)o2)nc2sc3c(c2c1=O)CCC3,-2,/,-0.7,97,100,100,18,101,98,8,99
O=C(O)C1CC(=O)N(c2ccc(Br)cc2)C1 (stereo not given),0,17,-0.1,97,102,102,27,100,99,14,99
CCN(CC)c1ccc(N2C(=O)/C(=C\c3cccnc3)SC2=S)cc1,3,-24,0.6,100,102,104,11,101,102,9,100
Cc1ccccc1C(=O)c1c[nH]c(C(=O)NCCCn2ccnc2)c1,3,/,0.7,100,104,105,5,102,102,18,103
CCCCNC(=O)NNC(=O)COc1cccc(C)c1C,1,-1,0.1,102,104,108,6,100,103,4,102
CC[C@@H](C(=O)n1nc(C)cc1C)[C@H](NS(=O)(=O)c1ccc(C)cc1)c1ccccc1,4,-13,2.6,100,100,97,20,99,94,10,100
COc1ccc(C2C(=O)N(C3CCCCC3)CC(=O)N2CCc2ccccc2)cc1OC (stereo not given),1,/,1.4,95,97,99,13,93,97,24,95
Cc1ccc(-n2nnnc2SCn2nnc3ccccc3c2=O)cc1,3,/,1.0,99,101,101,17,99,96,4,98
Cc1cc2cc(CNC(=O)c3cccc([N+](=O)[O-])c3)ccc2[nH]1,6,/,0.3,98,101,105,17,101,102,7,100
